Wnt act: Wnt/beta-catenin pathway activation. 1.2% of 300,000 active. activation, % at 9.35 µM. Wnt/beta-catenin reporter cell assay, activator, plate reader; in the data active means activation above about 30%, passing the limit was not always enough;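 further: 0% = neutral control wells and 100% = positive control wells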
* hit, by the source's call.

entry	SMILES	Wnt act
1	O=S1(=O)CC(N2CCCC2)CN1Cc1cn(Cc2cccc(C(F)(F)F)c2)nn1 (centres undefined)	-3
2	CCCCCCCCN1C(=O)[C@@H](CC(=O)N2CCN(C(=O)C3CC3)CC2)C[C@@]2(C(=O)OC)C1=C[C@H](C1CCCC1)O[C@@H]2C	-5
3	CC[C@H](NC(=O)[C@H]1O[C@@H](n2cnc3c(=O)[nH]c(N)nc32)[C@H](O)[C@@H]1O)c1ccccc1	4
4	COc1ccc(C(=O)C[C@@H]2OC[C@H](C(C)C)N2S(=O)(=O)c2ccc(C)cc2)cc1OC	-5
5	O=C(NCc1ccccc1)[C@@H]1CCCN1C(=O)[C@H]1CCCN1C(=O)c1ccccc1F	-2
6	c1ccc(CN(Cc2ccccc2)C(c2ccnc3ccccc23)c2nnnn2-c2ccc3c(c2)OCCO3)cc1 (centres undefined)	-2
7	COC(=O)C(C(=O)OC)C1CCCCC1NS(=O)(=O)c1ccc(C)cc1 (centres undefined)	12
8	CCCC[C@@H]1Cc2[nH][nH]c(=O)c2[C@H](c2ccc3ccccc3c2)O1	1
9	CC1(c2nc3ccccc3[nH]2)CCCC2=Nc3ccccc3CN21 (centres undefined)	0
10	CCCCCCn1cc(CN(C)C2CN(Cc3cn(CCCCCC)nn3)S(=O)(=O)C2)nn1 (centres undefined)	-4
11	COC(C[C@H]1O[C@@H]1C(=O)COCc1ccccc1)OC	-3
12	Cc1cc2nc(-c3ccc(F)cc3)c(Cc3cccc(Cl)c3)n2c(C)c1Br	1
13	COC(=O)c1cccc(C23CC4(C2)[C@H](CN(Cc2cccnc2)[C@@H]4c2ccccc2)C3c2ccc(C(F)(F)F)cc2)c1 (some centres undefined)	-13
14	Cc1cccc(NC(=O)CCS(=O)(=O)c2ccc3nc(C)sc3c2)c1	-2
15	COC(=O)[C@@]1(Cc2ccc(F)cc2)[C@H]2c3cc(C(=O)N4CCCC4)n(C[C@H](O)CO)c3C[C@H]2CN1C(=O)c1ccccc1	-1
16	C=CCNc1cccc2c1S(=O)(=O)N[C@H](C)CO2	0
17	COCCCN1C(=O)C(CC(=O)NC2CCCCC2)CC(C(=O)N(C(C)C)C(C)C)=C1C (centres undefined)	-1
18	O=C(Nc1c(-c2ccccc2)[nH][nH]c1=O)c1ccc(-c2ccccc2)cc1	2
19	C=CCNC(=S)N(C)[C@H]1C[C@H]2c3cc(-c4ccccc4C)ccc3CCN2C[C@H]1[C@H](C)O	-4
20	CC(C)(C)OC(=O)N1CCC[C@@H]1C(=O)N1CCC[C@@H]1C(=O)NCc1ccccc1	-1
21	O=C1NC[C@H](CCCCN2CCN(CC3CCCCC3)C(=O)C2=O)N(Cc2ccccc2)C1=O	0
22	Clc1cccc(Cc2c(-c3ccccc3)nc3ccc(Cl)cn23)c1	11
23	O=S1(=O)CC(N2CCN(Cc3ccccc3F)CC2)CN1Cc1cn(Cc2ccc(C(F)(F)F)cc2)nn1 (centres undefined)	-3
24	CCOC(=O)C1=C[C@@H](CC)N(S(=O)(=O)c2ccccc2)[C@H]1c1ccccc1	-2
25	COc1ccccc1Cc1c(-c2ccccc2)nc2cc(C)c(Br)c(C)n12	-2
26	C[C@@H]1OC(C2CCCCC2)N(C)[C@H]2C[C@H]3c4[nH]c5cccc(-c6ccccc6)c5c4CCN3C(=O)[C@@H]12 (some centres undefined)	-1
27	COc1ccc(-c2cnc3c(NC(C)=O)cc(-c4cccc(NS(C)(=O)=O)c4)cn23)cc1OC	-8
28	Nc1[nH]c(C(=O)c2ccc(Br)cc2)c(-c2ccc(Cl)cc2[N+](=O)[O-])c1C(=O)NCCc1c[nH]c2ccccc12	-5
29	COCCN1Cc2cc(C(=O)OC)c3c(c2C1=O)c1cc(OC)ccc1n3C(=O)c1ccccc1	0
30	COC(=O)[C@@]12C[C@@H](CC(=O)NCc3cccc(C(F)(F)F)c3)C(=O)N(Cc3ccc4c(c3)OCO4)C1=CCC(C)(C)C2	-3
31	COCCCNC(=O)C[C@@H]1C[C@@]2(C(=O)OC)CCCCC=C2N(CCC2=CCCCC2)C1=O	-3
32	COC(=O)c1ccc2nc(-c3ccc(C)cc3)c(Cc3ccc(C)cc3)n2c1	3
33	CC(C)(C)NC(=O)C(CCc1ccccc1)n1c(=O)c(-c2cc3ccccc3[nH]2)nc2ccccc21 (centres undefined)	-3
34	CCCCN1CC(N2CCN(C3CCN(C)CC3)CC2)CS1(=O)=O (centres undefined)	-1
35	O=C(C1=NOC2(C1)C(=O)Nc1ccccc12)N1CCOCC1 (centres undefined)	-2
36	CCCCC[C@H](C)N1C[C@H](COCc2ccccc2)Oc2cc(N3CC[C@H](O)C3)ccc2S1(=O)=O	4
37	COc1ccccc1C(=O)NCC[N+](C)(C)C	-2
38	O=C(/C=C/c1ccccc1)Nc1cccc(C(=O)NCc2ccccc2)c1	0
39	CCc1cc2c(nc1CC)CCCN2S(=O)(=O)c1ccc(C)cc1	0
40	O=C(NC1CCCC1)C(c1ccc(F)cc1)N1CCC(O)(c2ccc(Cl)cc2)CC1 (centres undefined)	3
41	CCCCCCN(C(=O)CCCCCN1C(=O)NC(c2ccc(-c3ccccc3)cc2)C(C(=O)OCc2ccccc2)=C1C)C(C(=O)NCCCC)c1ccccc1 (centres undefined)	-7
42	Cc1ccc2ccc(C(Nc3ccccc3)c3ccccc3)c(O)c2n1 (centres undefined)	-2
43	CCOC(=O)C1=CCN(S(=O)(=O)c2ccccc2F)C1c1ccc(Cl)c(Cl)c1 (centres undefined)	-1
44	CCCCn1nnnc1C(c1ccccc1)N1CCN(c2ncc(C(F)(F)F)cc2Cl)CC1 (centres undefined)	-3
45	CCc1cc(=O)oc2cc(OC(C)C(=O)N3CC[C@@]4(O)CCCC[C@H]4C3)ccc12 (some centres undefined)	-1
46	CCOC(=O)C1CSCCS(=O)(=O)N1Cc1ccc(Cl)cc1 (centres undefined)	-3
47	CSCCC(C(=O)Nc1c(C)cccc1C)n1c(COc2ccc(C)cc2)nc2ccccc21 (centres undefined)	-4
48	CC(C)C[C@@H]1O[C@H](C(C)C)Cc2[nH][nH]c(=O)c21	0
49	Cc1cn([C@H]2C[C@H](O)[C@@H](CCC(=O)NCc3cccs3)O2)c(=O)[nH]c1=O	-1
50	CC(C)C[C@H]1CNC(=S)N1C[C@H]1CCCN1C[C@H](Cc1ccc(O)cc1)N1C[C@H](CC(C)C)N(CC2CCCCCC2)C1=S	-12

Three entries from above, arranged by the value under Wnt act, highest first:
entry	SMILES	Wnt act
9	CC1(c2nc3ccccc3[nH]2)CCCC2=Nc3ccccc3CN21 (centres undefined)	0
31	COCCCNC(=O)C[C@@H]1C[C@@]2(C(=O)OC)CCCCC=C2N(CCC2=CCCCC2)C1=O	-3
10	CCCCCCn1cc(CN(C)C2CN(Cc3cn(CCCCCC)nn3)S(=O)(=O)C2)nn1 (centres undefined)	-4

Entries by screen from the entries so far:
Wnt act, entries 33–36, in order: -3, -1, -2, 4

Next part
entry	SMILES	Wnt act
51	OC1C2COC(O2)C2OC(c3ccccc3)OC12 (centres undefined)	-1
52	COCCNC(=O)C1CCCN(C(=O)c2ccc3c(c2)C(C)(C)CCC3(C)C)CC1 (centres undefined)	-2
53	O=C1NC[C@H](CCCCN2C[C@H](Cc3ccccc3)N(CCC3CCCCC3)C(=O)C2=O)N(CCC2CCCCC2)C1=O	-1
54	O=C(c1[nH]c(C(F)(F)F)nc1-c1ccccc1)N1CCN(c2ncccn2)CC1	-1
55	CCOC(=O)N(C)C[C@H]1OCc2cnnn2CCCC(=O)N([C@H](C)CO)C[C@@H]1C	-1
56	COc1ccc(Cc2c(-c3ccccc3)nc3ccc(Br)cn23)c(C)c1	23
57	CC(=O)O[C@H]1[C@@H](O)[C@H](O)[C@H](Oc2c(O)c(C)c3c4c2[C@@H](C)CC[C@@H]4[C@@H](C)C[C@@H]3C=C(C)C)O[C@H]1C	-3
58	O=C(OCc1ccccc1)N1CCC2CC1c1ccc(-c3cccc(F)c3)cc12 (centres undefined)	-1
59	O=C(Nc1ccc(F)cc1)C(CCc1ccccc1)N1CCN(CC(=O)N2CCCC2)CC1 (centres undefined)	-3
60	C[C@H]1COc2cccc(NCCO)c2S(=O)(=O)N1	-1
61	COCc1cn(CC(=O)c2sc(NC(=O)C(C)(C)C)nc2C)nn1	-3
62	C=CCN=C1NC(c2ccccc2)C(C(=O)OC)=C(C)N1Cc1ccc(C(F)(F)F)cc1 (centres undefined)	-8
63	Cc1ccc(NC(=O)CCS(=O)(=O)c2ccc3nc(C)sc3c2)c(C)c1	-1
64	Cn1ccc2c(-c3cccnc3)cc3c(c21)C1CCC3C1 (centres undefined)	2
65	Nc1ncnc2c1ncn2[C@@H]1O[C@H](C(=O)N[C@H]2c3ccccc3C[C@H]2O)[C@@H](O)[C@H]1O	-2
66	CC(=O)C1=CCC(c2cccc(Cl)c2)N(S(=O)(=O)c2ccc(C)cc2)C1 (centres undefined)	-5
67	CN(Cc1ccc2c(c1)CCCN2C)C(=O)[C@H]1O[C@@H](n2cnc3c(N)ncnc32)[C@H](O)[C@@H]1O	-1
68	CC(C)C(C(=O)NCc1ccccc1)N1CCN(CCN2CCOCC2)CC1 (centres undefined)	-4
69	O=C(CC1CCCC1)N[C@H](C(=O)N1CCC[C@H]1C(=O)NCCc1ccccc1Cl)c1ccccc1	-4
70	CC(C)(C)OC(=O)N(CC1CCNCC1)C(=O)c1[nH]c(C(F)(F)F)nc1-c1ccccc1	-2
71	CC(=O)N1CCC(C(=O)N2c3ccccc3N=C(c3ccc(C(F)(F)F)cc3)C2C(=O)NC(C)(C)C)CC1 (centres undefined)	0
72	CC(=O)N1CCN(C(=O)c2[nH]c(C(F)(F)F)nc2-c2ccccc2)CC1	-1
73	Cc1ccc(NC(=O)CN(C2=NC3CS(=O)(=O)CC3S2)c2ccccc2)cc1 (centres undefined)	1
74	Cc1c(C(=O)NCc2ccccc2C(F)(F)F)sc(=O)n1Cc1ccc2c(c1)OCO2	-4
75	CCOC1=C2[C@H](c3cccs3)N(S(=O)(=O)c3ccc(C)cc3)C[C@H]2n2c(=O)n(-c3ccccc3)c(=O)n2C1	-2

A draw from above in order of molecular weight, smallest number first:
entry	SMILES	Wnt act
73	Cc1ccc(NC(=O)CN(C2=NC3CS(=O)(=O)CC3S2)c2ccccc2)cc1 (centres undefined)	1
74	Cc1c(C(=O)NCc2ccccc2C(F)(F)F)sc(=O)n1Cc1ccc2c(c1)OCO2	-4
59	O=C(Nc1ccc(F)cc1)C(CCc1ccccc1)N1CCN(CC(=O)N2CCCC2)CC1 (centres undefined)	-3

Continuation:
entry	SMILES	Wnt act
76	CC1CC(C)CN(C(C(=O)NC2CCCCC2)c2ccnc3ccccc23)C1 (centres undefined)	0
77	O=C1NC[C@H](CCCCN2C[C@H](Cc3ccccc3)N(CCc3ccc(O)cc3)C(=O)C2=O)N(CCc2ccccc2)C1=O	-1
78	COC(=O)[C@]12C[C@H](CC(=O)NCc3ccc(OC)c(OC)c3)C(=O)N(Cc3ccccc3)C1=C[C@H](C(C)C)O[C@@H]2C1CC1	0
79	CCCCn1c(O)c2n(c1=O)Cc1ccccc1N=C2c1ccccc1	-1
80	Cc1ccc(-c2c(C(=O)c3ccccc3)[nH]c(N)c2C(=O)NCCc2c[nH]c3ccccc23)cc1	-2
81	C#CCNC(=O)c1cc2c(Br)ccc(Br)c2nc1N	-5
82	CN1OC[C@@H]2CN(C(=S)Nc3cc(C(F)(F)F)cc(C(F)(F)F)c3)[C@H](c3ccccc3Br)C[C@@H]21	-3
83	FC(F)(F)c1ccccc1Cc1c(C2CCCCC2)nc2c3ccccc3ccn12	-2
84	COCCNC(=O)c1cc2c(c(-c3cccc(-c4cc5ccccc5o4)c3)n1)[C@@H](CCO)N(S(=O)C(C)(C)C)C2 (some centres undefined)	-2
85	O=C(NC1CCCC1)C1C(c2ccc(C(F)(F)F)cc2)=Nc2ccccc2N1C(=O)c1ccccc1 (centres undefined)	16
86	CCOC(=O)C1=C[C@@H](C(C)(C)C)N(S(=O)(=O)c2ccc([N+](=O)[O-])cc2)[C@H]1c1cccc(Cl)c1	-3
87	CCOC(=O)[C@]12CCCC=C1N(Cc1ccc3c(c1)OCO3)C(=O)[C@H](CC(=O)N1CCN(C(=O)c3ccco3)CC1)C2	-5
88	Nc1[nH]c(C(=O)c2ccccc2)c(-c2ccccc2Cl)c1C(=O)NCCc1c[nH]c2ccccc12	0
89	COC(=O)C[C@H]1CC[C@H](NC(=O)c2cccc(F)c2)[C@@H](CO)O1	-2
90	Cc1cn([C@H]2C[C@H](O)[C@@H](/C=C/C(=O)NCc3ccco3)O2)c(=O)[nH]c1=O	-1
91	CN1C(=O)[C@@](O)(c2cn(C)c3ccccc23)c2cc(F)ccc21	-2
92	CN(C(=O)[C@@H](Cc1ccccc1)NC(=O)[C@H]1O[C@@H](n2cnc3c(=O)[nH]c(N)nc32)[C@H](O)[C@@H]1O)C1CCCCC1	1
93	Cc1cc(C)cc(SCc2noc(C(=O)NCC3CC3)c2C(=O)NCC2CC2)c1	1
94	CC1=C(C(=O)N(C(C)C)C(C)C)CC(CC(=O)NCc2cccc3ccccc23)C(=O)N1CCC1=CCCCC1 (centres undefined)	-2
95	COc1cccc(C(C(=O)NCc2ccccc2)N2CCN(C(=O)C3CCCO3)CC2)c1OC (centres undefined)	-1
96	COC(=O)c1ccc2nc(-c3ccccc3)c(Cc3ccsc3)n2c1	16
97	OC(c1ccccc1)(c1ccccc1)C1CCN(CCCOc2ccc(C(F)(F)F)cc2)CC1	-15
98	C=CCN1CC(COc2ccc(OC)cc2)OCCS1(=O)=O (centres undefined)	-3

Nothing new here: an excerpt of the list.
entry	SMILES	Wnt act
97	OC(c1ccccc1)(c1ccccc1)C1CCN(CCCOc2ccc(C(F)(F)F)cc2)CC1	-15
98	C=CCN1CC(COc2ccc(OC)cc2)OCCS1(=O)=O (centres undefined)	-3

Some of the compounds tested, so the mix of outcomes need not match the whole.
